Screening data from PubChem.
DAT uptake mod = changed hDAT dopamine uptake under cocaine IC80, either direction, primary screen, cocaine antagonist project, cell-based, LLC-PK1 hDAT, [14C]-dopamine uptake, MLSMR; AID 449768, 2010; LLC-PK1 hDAT cells, [14C]-dopamine uptake with cocaine IC80; actives deviate in either direction; Sodium-dependent dopamine transporter (Homo sapiens), Q01959; 110,000 compounds, 1.3% hits; B-score at 10 µM;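 active = Z score or B-score, a plate-position-corrected score, falls beyond the plate's 99.7% confidence bounds, in either direction; inactive = both scores lie inside the 99.7% bounds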;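 note: scored against the spread of the other compound wells on the same plate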
Smad3 inh = Smad3/FoxH1 peptide binding inhibitors, primary screen, biochemical, TR-FRET. TR-FRET Smad3/Dy647-FoxH1 peptide binding, europium anti-His. inhibition, % at 25 µM. 88,000 compounds, 0.29% hits. AID 630, 2007;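 active = compounds that reduce the energy-transfer binding signal between the protein and its labelled peptide by more than half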;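 note: 0% = Smad3 plus labelled peptide maximal FRET and 100% = peptide-only background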
Calb biofilm kill = clotrimazole potentiators killing Candida biofilms, primary screen, with clotrimazole, Alamar Blue; C. albicans biofilm + clotrimazole; inhibition, % at 6 µM; 85,000 compounds, 0.14% hits; AID 834, 2007;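 active = inhibition above 20%; inactive = inhibition below 20%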;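 note: preformed 24 hr biofilms exposed to compound for 48 hr; 0% = biofilm without compound and 100% = blank killed by clotrimazole plus chlorhexidine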
HUVEC tox TNFa = cytotoxicity in TNFa-stimulated HUVEC, primary screen, cytotoxicity control for VCAM1 expression modulator project, imaging, Hoechst nuclei count; HUVEC TNFalpha-stimulated, Hoechst cell count; cell count reduction, % at 2 µM; 93,000 compounds, 0.17% hits; AID 848, 2007;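 active = cell count reduction exceeding the screen mean by over 5 SD, scaled to untreated wells per plate, cut at about 78% in these data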;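 note: cells counted after 24 h of TNF alpha exposure following the 1 h pretreatment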
MT1-MMP txn act = MT1-MMP promoter reporter activation – cell-based, luciferase luminescence, primary screen; HT1080 MT1-MMP promoter luciferase reporter, overnight; hits give high values; activation factor at 10 µM; 86,000 compounds, 0.16% hits; AID 750, 2007;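 active = activation factor of at least 2 for MT1-MMP transcription at 10 µM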
cytoskel mod = modifiers of F-actin cytoskeleton organization, primary screen, imaging, HUVEC, phalloidin staining, high-content imaging. HUVEC TNFa F-actin phalloidin imaging. inhibition, % at 2 µM. 91,000 compounds, 0.18% hits;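 active = inhibition above the batch mean plus 3 SD and confirmed as a hit by visual image inspection, cut at about 30% in these data, passing the limit was not always enough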; note: strong numbers were not always called active
HUVEC tox IL1B = cytotoxicity in IL-1B stimulated HUVEC, primary screen, cytotoxicity control for IL-1B NFkB translocation project, imaging, Hoechst nuclear count, IL-1B stimulus; HUVEC cell count loss; cell count reduction, % at 2 µM; 94,000 compounds, 0.41% hits;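 active = cell count reduction more than 3 SD above the screen-wide mean, cut at about 70% in these data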;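 note: normalized per plate to untreated control cells as the no-loss baseline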
VCAM1 TNFa inh = inhibitors of TNFa-induced VCAM1 expression, primary screen, imaging, HUVEC, TNFa stimulus, immunofluorescence; HUVEC TNFa-induced VCAM-1 immunofluorescence, high-content imaging; inhibition, % at 2 µM; 95,000 compounds, 0.48% hits; AID 802, 2007;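 active = inhibition above the batch mean plus 3 SD, with images confirmed as a hit by eye, cut at about 37% in these data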;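 note: 0% = TNF-stimulated DMSO wells and 100% = unstimulated control wells; not every result past the cut was called active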
PTPN22 inh 2 = PTPN22 phosphatase inhibitors, primary screen, biochemical, DiFMUP fluorescence, 2 µM; AID 640, 2007; 96,000 compounds, 0.21% hits; Tyrosine-protein phosphatase non-receptor type 22 (Homo sapiens), Q9Y2R2; recombinant LYP catalytic domain; inhibition, % at 2 µM;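 active = inhibition at 2 µM at or above a set limit, the screen mean plus 3 SD, cut at about 24% in these data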;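 note: 0% = DMSO with enzyme and 100% = enzyme fully blocked by orthovanadate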
Target sequence (Q9Y2R2 whole entry, looked up, the tested form may be a part): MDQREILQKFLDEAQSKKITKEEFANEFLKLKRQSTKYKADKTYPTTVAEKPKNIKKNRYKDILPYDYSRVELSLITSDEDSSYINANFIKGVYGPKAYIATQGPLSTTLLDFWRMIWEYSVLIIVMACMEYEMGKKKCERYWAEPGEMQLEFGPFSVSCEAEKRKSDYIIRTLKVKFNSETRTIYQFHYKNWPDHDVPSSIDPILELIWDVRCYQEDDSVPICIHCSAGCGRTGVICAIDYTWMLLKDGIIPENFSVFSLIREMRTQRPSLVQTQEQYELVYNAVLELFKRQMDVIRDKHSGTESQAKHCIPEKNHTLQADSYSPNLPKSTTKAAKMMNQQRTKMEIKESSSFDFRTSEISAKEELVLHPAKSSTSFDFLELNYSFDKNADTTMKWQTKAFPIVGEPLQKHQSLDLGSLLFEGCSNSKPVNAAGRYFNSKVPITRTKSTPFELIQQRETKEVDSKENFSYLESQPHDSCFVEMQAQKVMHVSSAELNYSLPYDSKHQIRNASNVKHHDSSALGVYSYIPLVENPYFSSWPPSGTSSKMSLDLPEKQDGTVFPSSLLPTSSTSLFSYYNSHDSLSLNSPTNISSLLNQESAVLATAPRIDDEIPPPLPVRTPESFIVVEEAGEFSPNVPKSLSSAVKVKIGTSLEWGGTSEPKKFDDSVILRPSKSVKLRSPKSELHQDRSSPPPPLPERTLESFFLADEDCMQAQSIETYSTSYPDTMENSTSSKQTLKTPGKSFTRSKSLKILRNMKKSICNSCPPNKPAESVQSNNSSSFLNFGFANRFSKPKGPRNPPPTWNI
Active calls of the source: *; / = no result given; [ ] = dose if it differs, or a comment.

SMILES	DAT uptake mod	Smad3 inh	Calb biofilm kill	HUVEC tox TNFa	MT1-MMP txn act	cytoskel mod	HUVEC tox IL1B	VCAM1 TNFa inh	PTPN22 inh 2
COc1ccc(S(=O)(=O)N/N=C(/C)c2ccc(Cl)cc2)cc1	0.043	/	/	/	/	6	-3	-37	-1
COc1ccc(NC(=O)c2sc(=S)[nH]c2N)cc1	-0.05	/	/	-25	/	43	-19	12	4
CCN1CCN(c2ncc(C(=O)Nc3c(F)cc(F)cc3Br)c3ccccc23)CC1	0.66	1	10	/	1	/	/	/	/
O=C(CN1CCOCC1)Nc1ccc(S(=O)(=O)N2CCCCCC2)cc1	1.5	13	-2	-14	1.2	-32	-50	-16	10
CCOC(=O)N1CCN(C(=O)Cc2ccc(-n3c(=S)[nH]c4ccccc4c3=O)cc2)CC1	0.87	8	5	-33	1.1	49	14	5	4
O=S(=O)(Nc1ccc(F)cc1)N1CCCCCC1	-0.036	6	4	15	1	0	-8	-8	10
COc1ccccc1CNC(=O)c1csc(Cc2ccc(Cl)cc2)n1	0.43	/	/	-15	/	10	-10	11	0
COc1ccccc1-n1c(=O)c2c3c(sc2n2c(SC(C)C)nnc12)CCC3	0.12	0	5	/	1.1	/	/	/	/
Cc1cc(NC(=O)c2cc(-c3ccncc3)nc3c(C)cccc23)no1	-0.55	9	5	-2	0.7	-7	-13	-7	4
CC1=NN(c2ccccc2)C(=O)/C1=C/c1cc2cc(C)ccc2nc1N1CCCCC1	-1	/	/	/	/	-24	-4	-18	14
Cc1ccc(OCC(O)Cn2c(N3CCOCC3)nc3c2c(=O)[nH]c(=O)n3C)cc1 (stereo unspecified)	-0.032	-6	1	-17	1	-12	-28	0	-30
CCCOC(=O)Nc1ccc(S(=O)(=O)Nn2cnnc2)cc1	-0.023	-2	5	-12	1.1	2	-9	11	-10
COc1ccccc1NC(=O)CCNC(=O)Cn1ccc2ccccc2c1=O	1.1	-6	-3	-18	1	13	-49	8	-5
Cn1c(=O)[nH]c(=O)c2c1nc(N1CCN(c3cccc(Cl)c3)CC1)n2CCCc1ccccc1	0.98	4	-6	-19	1.1	-6	-48	12	11
CCOC(=O)C1=C(C)OC(N)=C(C#N)C1c1cc2c(cc1Br)OCO2 (stereo unspecified)	-0.74	-4[fluorescence artefact?]	3	-13	1.1	-23	-6	-46	6
CCOc1ccc(CCNC(=O)c2cccnc2N2CCCC2)cc1OCC	-1.3	-4	4	-11	1	-8	12	-2	-13
Cc1ccc(N2C(=O)c3n[nH]c(C)c3C2c2cccnc2)cc1 (stereo unspecified)	-0.064	5	6	-22	1.2	-3	29	2	13
O=C(CCSc1nc(-c2ccc3c(c2)OCO3)cc(C(F)(F)F)n1)NCc1ccccc1	1.8	12	10	-11	1.1	-2	36	-2	2
O=C1CN(c2ccc(Cl)cc2)C(=O)CN1NC(=S)Nc1ccc(Cl)cc1	-0.042	/	/	6	/	-3	-53	4	11
CCOc1ccc(NS(=O)(=O)c2ccc(NS(=O)(=O)c3ccc(SC)cc3)cc2)cc1	0.17	9	5	-20	1.1	9	6	-13	6
O=C(CCNS(=O)(=O)c1ccc2c(c1)CCC(=O)N2)NCc1cccnc1	-1.2	7	12	-13	1.1	-3	0	-40	-8
O=C1c2ccccc2C(=O)N1CCN1CCCCC1	/	13[fluorescence artefact?]	5	-23	1	11	-66	10	1
COc1ccc(NC(=O)CSc2nnc(Cc3cccs3)n2-c2ccc(C)cc2)cc1	1.4	0	5	-10	1.2	3	-14	16	1
CN(C)c1nc2sc3c(c2c(=O)n1C)CC(C)(C)OC3	-0.2	-2	9	-42	1.1	0	-29	-23	-12
c1nnc(NC2=NCCC2)s1	0.17	-15	-2	8	1.2	-12	13	-14	10
Cc1c(CCC(C)C)c(-n2ccnc2C)n2c(nc3ccccc32)c1C#N	-0.018	4	8	-2	1.1	-25	1	8	-12
CNC(=O)Nc1cccc(C(F)(F)F)c1	0.56	2	5	-7	1.1	-7	-4	7	-4
CCc1nn2c(=O)cc(CSc3nc4sc5c(c4c(=O)n3C)CCCC5)nc2s1	/	-1	7	/	1.1	1	-6	5	5
Cn1cnc2nc3n(c2c1=O)CCC3	1.4	5	5	-2	/	-4	4	5	4
Cc1cccc(CSC2=NCCN2C(=O)c2ccco2)c1	1.4	-2	0	-24	1	5	-9	-3	-8
CC(Sc1nc(NCc2ccccc2)nc(N(C)C)n1)C(=O)Nc1ccccc1 (stereo unspecified)	-0.63	/	/	-5	/	11	7	-16	11
O=C(C1CCN(S(=O)(=O)c2cccc3nsnc23)CC1)N1CCCc2ccccc21	0.11	6	4	4	0.9	-34	-12	-4	-11
C=CCn1c(SCC(=O)NCc2ccco2)nc2sc3c(c2c1=O)CCC3	-0.015	4	6	-1	1.1	10	3	-11	4
COCCNC(=O)c1ccc(CS(=O)(=O)c2ccccc2)o1	-0.25	1	/	-7	1.1	-5	15	-6	-3
Cn1c(Cn2nnc3ccccc32)nnc1SCC(N)=O	-0.84	-5	2	-31	1	38	-7	4	-24
CCC(=O)N1c2ccccc2-c2nnc(SC)nc2OC1c1ccc(N(C)C)cc1 (stereo unspecified)	2.4	3	9	/	1.1	/	/	/	/
O=C(c1cc(Br)c(Br)s1)N1CCN(C/C=C/c2ccccc2)CC1	1.8	1	3	-20	1.2	-8	8	17	4
c1cnc2ccc(C(c3nnnn3C3CCCCC3)N3CCN4CCCC4C3)cc2c1 (stereo unspecified)	0.88	0	11	6	/	0	-5	7	8
O=C(CC12CC3CC(CC(C3)C1)C2)NCc1ccncc1	0.057	-11	-2	-16	1	14	2	7	2
COc1ccc(CC(=O)Nc2ccc(/C(C)=N/NC(=O)c3cccc([N+](=O)[O-])c3)cc2)cc1	0.28	/	/	5	/	-21	-20	-5	-9

Sorted by length of the SMILES (lowest first): some entries from above
SMILES	DAT uptake mod	Smad3 inh	Calb biofilm kill	HUVEC tox TNFa	MT1-MMP txn act	cytoskel mod	HUVEC tox IL1B	VCAM1 TNFa inh	PTPN22 inh 2
O=C1c2ccccc2C(=O)N1CCN1CCCCC1	/	13[fluorescence artefact?]	5	-23	1	11	-66	10	1
Cn1c(Cn2nnc3ccccc32)nnc1SCC(N)=O	-0.84	-5	2	-31	1	38	-7	4	-24
O=C(CC12CC3CC(CC(C3)C1)C2)NCc1ccncc1	0.057	-11	-2	-16	1	14	2	7	2
CN(C)c1nc2sc3c(c2c(=O)n1C)CC(C)(C)OC3	-0.2	-2	9	-42	1.1	0	-29	-23	-12
O=C(c1cc(Br)c(Br)s1)N1CCN(C/C=C/c2ccccc2)CC1	1.8	1	3	-20	1.2	-8	8	17	4
Cc1c(CCC(C)C)c(-n2ccnc2C)n2c(nc3ccccc32)c1C#N	-0.018	4	8	-2	1.1	-25	1	8	-12
CC(Sc1nc(NCc2ccccc2)nc(N(C)C)n1)C(=O)Nc1ccccc1 (stereo unspecified)	-0.63	/	/	-5	/	11	7	-16	11
c1cnc2ccc(C(c3nnnn3C3CCCCC3)N3CCN4CCCC4C3)cc2c1 (stereo unspecified)	0.88	0	11	6	/	0	-5	7	8
CCc1nn2c(=O)cc(CSc3nc4sc5c(c4c(=O)n3C)CCCC5)nc2s1	/	-1	7	/	1.1	1	-6	5	5
O=C(C1CCN(S(=O)(=O)c2cccc3nsnc23)CC1)N1CCCc2ccccc21	0.11	6	4	4	0.9	-34	-12	-4	-11

The results go on:
SMILES	DAT uptake mod	Smad3 inh	Calb biofilm kill	HUVEC tox TNFa	MT1-MMP txn act	cytoskel mod	HUVEC tox IL1B	VCAM1 TNFa inh	PTPN22 inh 2
O=c1oc(-c2ccccc2NS(=O)(=O)c2ccccc2)nc2ccccc12	0.68	/	/	-18	/	13	-8	13	2
c1csc(-c2nc(-c3ccncc3)no2)c1	0.55	3	-6	/	1.3	/	/	/	/
N#Cc1cccc(C(c2nnnn2CCc2ccccc2)N2CCN(C3CCCCC3)CC2)c1 (stereo unspecified)	-0.035	3	4	/	1.1	18	-2	/	4
CCc1ccc2c(c1)c(N=NC1=NC(=O)CS1)c(O)n2CC	-0.89	/	/	0	/	15	-12	14	2
COc1ccc(S(=O)(=O)NCC(=O)N(CC(=O)NCC2CCCO2)c2ccccc2C)cc1 (stereo unspecified)	0.75	1	6	-30	1.2	12	-6	15	6
O=C(CCC1CCCC1)N1CCN(C(=O)c2cccnc2)CC1	-0.7	-2	3	-18	1.1	8	-17	9	-6
O=[N+]([O-])c1cc(C(F)(F)F)ccc1NCCc1c[nH]c2ccc(O)cc12	0.32	/	/	3	/	-42	-25	13	5
CC(C)CCCC(C)NS(=O)(=O)Cc1ccccc1 (stereo unspecified)	0.7	-12	1	6	1	-8	-8	-7	1
O=C(NCN1C(=O)C2C3C=CC(C3)C2C1=O)Nc1ccccn1 (stereo unspecified)	0.12	/	/	-19	1.1	12	-2	13	5
N#Cc1ccccc1NC(=O)Nc1ccc(Cl)cc1	0.02	-10[fluorescence artefact?]	-4	-1	1.1	-3	4	-3	-5
Cc1ccc(OCCN2CCN(C(=O)CCC(=O)Nc3nnc(C)s3)CC2)cc1	1.7	8	7	3	1.1	-10	-3	-3	-4
CCOC(=O)C(=O)Nc1nnc(CCc2ccccc2)s1	-0.03	-5	5	0	1.1	-9	18	-6	-16
Cc1cc(C)n(-c2cc(Oc3ccccc3)ncn2)n1	0.32	3	4	8	1.2	-22	-3	13	-4
C=CCNC(=O)c1ccccc1NC(=O)c1cccc2ccccc12	-0.74	5	2	-11	/	3	-10	-12	1
O=C(Oc1ccccc1)c1ccc(-n2cnnn2)cc1	0.48	4	6	17	1	-8	-10	12	-7
COc1ccc(CCNC(=O)CSc2nnc(-c3cccc(F)c3)o2)cc1OC	0.012	7	9	-41	1.1	2	7	11	-5
Cc1noc(C(=O)Nc2c(C)nn(Cc3ccccc3)c2C)c1Cl	1.6	-7	8	-8	1.1	-2	-8	17	-9
Brc1cnc(N2CCCCC2)nc1N1CCOCC1	0.82	6	2	-5	/	-11	-3	14	6
CCN(CC)CCNC(=O)C1c2ccccc2C(=O)N(CCOC)C1c1ccc(F)cc1 (stereo unspecified)	-0.29	-9	7	-8	1.3	14	10	1	1
COC(=O)C(C)Sc1ccc2nnc(-c3ccc(F)cc3)n2n1 (stereo unspecified)	-0.19	5	10	4	1	6	6	-16	-3
Fc1ccccc1/C=C1\CCCC2=C1Nc1ncnn1C2c1ccccc1F (stereo unspecified)	1.1	-9	57*	-9	0.6	7	6	-2	1

A portion of the library, so the mix of outcomes need not match the whole.
